SENP8 block-1: SENP8 protease inhibitors, primary screen, biochemical, luminescence; Sentrin-specific protease 8 (Homo sapiens), Q96LD8; purified SENP8, Z-RLRGG-aminoluciferin cleavage; inhibition, % at 10 µM; 330,000 compounds, 1.2% hits; AID 2540, 2010; in the data active = inhibition above about 50%
Target sequence (Q96LD8 whole entry, looked up): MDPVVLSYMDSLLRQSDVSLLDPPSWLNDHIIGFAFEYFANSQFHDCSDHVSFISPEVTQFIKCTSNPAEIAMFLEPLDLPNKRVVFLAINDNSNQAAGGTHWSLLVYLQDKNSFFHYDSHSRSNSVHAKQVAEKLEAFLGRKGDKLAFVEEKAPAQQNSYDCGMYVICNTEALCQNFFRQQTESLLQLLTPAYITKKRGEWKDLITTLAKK
SENP8 block-2: human SENP8 protease inhibitors, primary screen, biochemical, fluorescence, Nedd8 protein substrate, uHTS | 360,000 compounds, 0.64% hits | AID 602440, 2012 | Sentrin-specific protease 8 (Homo sapiens), Q96LD8 | inhibition, % at 20 µM | recombinant SENP8; in the data active = inhibition mostly above about 40%, no sharp cut-off; inactive = mostly below about 27%
SENP7 inh: SENP7 protease inhibitors, primary screen, biochemical, luminescence, uHTS; Sentrin-specific protease 7 (Homo sapiens), Q9BQF6; recombinant SENP7, Z-RLRGG-aminoluciferin luminescence, 40 min; inhibition, % at 5 µM; 330,000 compounds, 1.5% hits; AID 434973, 2010;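 active = inhibition above about 50% at the single test dose, limit read from the data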;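 note: plate controls were DMSO with enzyme for no effect and no enzyme buffer wells for full effect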
Target sequence (Q9BQF6 706-1050 limits assumed): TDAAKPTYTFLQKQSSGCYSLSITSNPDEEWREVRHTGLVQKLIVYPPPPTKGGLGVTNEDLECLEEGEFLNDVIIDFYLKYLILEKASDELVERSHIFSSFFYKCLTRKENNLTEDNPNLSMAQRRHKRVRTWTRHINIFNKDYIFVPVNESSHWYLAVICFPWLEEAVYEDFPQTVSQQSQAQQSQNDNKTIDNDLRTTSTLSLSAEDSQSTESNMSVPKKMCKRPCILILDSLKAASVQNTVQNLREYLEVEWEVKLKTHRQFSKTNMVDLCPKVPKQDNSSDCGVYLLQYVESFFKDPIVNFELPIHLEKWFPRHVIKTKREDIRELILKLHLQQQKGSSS
PfG6PD inh: PfG6PD enzyme inhibitors, primary screen, biochemical, fluorescence intensity, uHTS; PfGluPho enzyme, NADPH resazurin-diaphorase fluorescence; glucose-6-phosphate dehydrogenase-6-phosphogluconolactonase (Plasmodium falciparum 3D7); inhibition, % at 20 µM; 350,000 compounds, 0.78% hits;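 active = inhibition reaching at least a set limit at 20 µM in the primary screen, cut at about 59% in these data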;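 note: 0% = DMSO wells with substrate and 100% = DMSO wells lacking glucose-6-phosphate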
SENP1 FRET inh: human SENP1 catalytic domain inhibitors, primary screen, biochemical, FRET, uHTS; Sentrin-specific protease 1 (Homo sapiens), Q9P0U3; recombinant SENP1 catalytic domain, CyPet-SUMO1-YPet FRET cleavage; inhibition, % at 10 µM; 360,000 compounds, 0.21% hits;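 active = inhibition at least 30% at 10 µM, raw YFP signal under a set limit, fluorescence ratio 0.5 to 1.5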;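 note: 0% = enzyme with DMSO and 100% = no enzyme wells; some results filed as inactive read as strong as hits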
Target sequence (Q9P0U3 419-644 limits assumed): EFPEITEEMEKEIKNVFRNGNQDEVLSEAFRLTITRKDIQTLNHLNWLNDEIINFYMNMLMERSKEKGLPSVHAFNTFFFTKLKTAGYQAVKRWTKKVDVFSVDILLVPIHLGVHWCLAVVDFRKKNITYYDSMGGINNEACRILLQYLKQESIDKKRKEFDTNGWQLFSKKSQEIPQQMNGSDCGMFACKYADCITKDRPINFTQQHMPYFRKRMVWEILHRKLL
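Material – human SENP1 catalytic domain · Input – SENP1 enzyme, 20 pM final · Compound dosing – single concentration of 10 µM compound, 0.5% DMSO final · Timing – enzyme reaction for 50 min at room temperature, dark · Measured by – FRET fluorescence in CFP and YFP emission channels · Control set – no-enzyme wells low, DMSO-plus-enzyme wells high control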
NALP3 yeast inh: NALP3 inflammasome inhibitors in reconstituted yeast, primary screen, luminescence, uHTS | 330,000 compounds, 0.39% hits | Yeast reconstituted NLRP3/ASC/caspase-1, beta-gal luminescence, 24 h | inhibition, % at 10 µM;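 active = inhibition of 50% or more; inactive = inhibition below 50%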;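 note: plate controls were induced DMSO wells for no effect and uninduced yeast grown without galactose for full effect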
SENP6 block: SENP6 protease inhibitors, primary screen, biochemical, luminescence, uHTS | Recombinant SENP6 catalytic domain, aminoluciferin luminescence | inhibition, % at 10 µM | AID 2599, 2010 | 330,000 compounds, 1.8% hits;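 active = inhibition above about 50% at the single tested dose, limit read from the data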;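 note: plate controls were DMSO wells with enzyme for no effect and DMSO wells lacking enzyme for full effect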
HKDC1 inh: HKDC1 hexokinase inhibitors, primary screen, biochemical, fluorescence, uHTS; inhibition, % at 20 µM; recombinant HKDC1, G6PDH/diaphorase resazurin coupled fluorescence; 340,000 compounds, 0.16% hits; Q2TB90;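 active = inhibition above about 35% when tested at 20 µM, limit read from the data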;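 note: plate controls were DMSO wells with enzyme for no effect and DMSO wells lacking enzyme for full effect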
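test system = in-house recombinant HK5 (HKDC1) enzyme | amount = HKDC1 at 5 µg/mL | control set = DMSO-enzyme wells negative, buffer-substituted wells positive | compound = one dose of 20 µM, 1% DMSO | schedule = reaction time 90 min, room temperature, protected from light | technique = resorufin fluorescence at 613 nm | reagent = glucose with 1 mM ATP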
Apaf1 inhib: inhibitors of human Apaf-1 apoptosome, primary screen, biochemical, DEVD-Rh110 fluorescence, uHTS | AID 489030, 2010 | Apoptotic protease-activating factor 1 (Homo sapiens), O14727 | inhibition, % at 20 µM | 330,000 compounds, 0.71% hits | reconstituted apoptosome caspase-3 activity; active = inhibition of at least 40% at 20 µM;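 note: plate controls were DMSO wells for no effect and DEVD-CHO caspase inhibitor wells for full effect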
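Medium: Hepes buffer, pH 7.5 / System: biochemical Apaf-1 apoptosome reconstitution / Measured by: Rh110 fluorescence, excitation 480 nm, emission 540 nm / Times: compound with Apaf-1, dATP, procaspase-3 30 min, then 50 min reaction, room temperature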
Active calls of the source: *; nt = no result given.

The first two compounds (preview)
entry	SMILES	SENP8 block-1	SENP8 block-2	SENP7 inh	PfG6PD inh	SENP1 FRET inh	NALP3 yeast inh	SENP6 block	HKDC1 inh	Apaf1 inhib
1	CCOc1ccc(-c2nc(-c3ccccc3)no2)cc1OCC	-15.8	-9.9	11.2	10.9	1.9	20.5	-5.5	-1.0	12.9
2	O=C(NCc1ccc(N2CCCC2=O)cc1)c1cn(CCc2ccccc2)nn1	1.5	10.4	10.4	-0.8	-0.2	6.6	-14.5	5.1	7.9

The whole of this part, from the start:
entry	SMILES	SENP8 block-1	SENP8 block-2	SENP7 inh	PfG6PD inh	SENP1 FRET inh	NALP3 yeast inh	SENP6 block	HKDC1 inh	Apaf1 inhib
1	CCOc1ccc(-c2nc(-c3ccccc3)no2)cc1OCC	-15.8	-9.9	11.2	10.9	1.9	20.5	-5.5	-1.0	12.9
2	O=C(NCc1ccc(N2CCCC2=O)cc1)c1cn(CCc2ccccc2)nn1	1.5	10.4	10.4	-0.8	-0.2	6.6	-14.5	5.1	7.9
3	CCOC(=O)N1CCC(NC(=O)c2cc3c(-c4ccc(Cl)cc4)nn(C)c3s2)CC1	1.7	-357.4	-0.3	12.2	-1.2	3.5	7.9	-3.0	-11.9
4	CCN1CC(CN(C)Cc2nc(-c3ccco3)oc2C)CC1=O (stereo unspecified)	-1.9	-8.4	-7.2	5.7	-1.6	10.6	-24.4	-0.9	-7.2
5	COc1cc(OC)c2c(c1)OC(c1ccc(OC)c(OC)c1)C(O)C2=O (stereo unspecified)	-4.5	2.3	-3.9	-11.2	0.7	-9.5	-13.3	-3.0	1.2
6	COc1cc(Br)cc(/C=N/NC(=O)Cc2ccccc2)c1O	3.0	-90.1	4.3	-8.8	-80.4	1.4	13.0	-18.8	2.8
7	O=C(Nc1ccc(F)cc1)c1ccccc1CC[N+](=O)[O-]	-0.2	26.7	7.3	2.5	3.4	3.6	-18.5	-7.5	-5.3
8	CC1(C)OC2CC3C4CCC5=CC(=O)CCC5(C)C4(F)C(O)CC3(C)C2(C(=O)CO)O1 (stereo unspecified)	nt	10.5	nt	-4.9	2.2	nt	nt	1.4	nt
9	COc1cccc(NC(=O)C2C(c3ccccc3)C2(Cl)Cl)c1 (stereo unspecified)	-8.7	12.3	-8.0	10.6	-1.0	39.0	-10.7	-2.0	7.0
10	Cn1cnnc1Sc1cc(N2CCN(S(=O)(=O)c3ccc(Cl)c(Cl)c3)CC2)ccc1[N+](=O)[O-]	-12.1	61.5*	-3.4	13.3	-3.7	13.9	-66.2	-8.2	19.3
11	Cc1ccc(S(=O)(=O)N2[C@@H](c3ccccc3F)C(C(=O)O)=CC[C@H]2c2cccs2)cc1	-10.8	-1.7	6.6	-1.6	-1.8	-1.3	-24.8	-3.9	16.6
12	CS(=O)(=O)N1CC2CCCN2c2cc(C(F)(F)F)ccc21 (stereo unspecified)	-0.8	-9.6	-2.1	-8.9	-5.5	2.5	2.9	-6.9	0.1
13	Cn1c(=O)c2c(nc(CN3CCN(C(c4ccccc4)c4ccccc4)CC3)n2CCCO)n(C)c1=O	3.2	6.2	5.2	-1.4	2.5	18.1	-18.1	-0.9	1.7
14	Cc1cc(NC(=O)CN2CCN(c3ccccn3)CC2)ccc1Br	-2.6	6.9	-7.8	-9.0	1.7	29.0	-15.1	1.2	5.8
15	Cc1ccc([N+](=O)[O-])c(C(=O)N/N=C/c2cccnc2)c1	-2.7	13.3	0.7	-3.3	1.4	9.6	-5.3	1.4	-14.2
16	N#Cc1c(NC(=O)CSc2nnc(-c3ccncc3)n2CC2CCCO2)sc2c1CCCC2 (stereo unspecified)	4.3	5.8	11.8	-22.5	0.5	18.6	9.4	-0.1	9.7
17	CN(CCOC(=O)c1ccc2c(c1)OCCO2)Cc1ccccc1	-2.2	14.8	-0.6	9.3	0.9	20.4	2.0	1.8	-0.6
18	O=C(NCCCNC(=O)c1ccccc1Cl)c1cnccn1	3.7	-3.3	6.0	-13.8	-3.1	7.9	12.4	-3.9	-4.6
19	CC1SC(C)C(=O)N(CC(=O)Nc2ccc([N+](=O)[O-])cc2)C1=O (stereo unspecified)	-0.7	17.5	13.0	-11.7	-0.6	-9.1	19.1	-3.8	0.9
20	Nc1nc2c(s1)C(=O)CC(c1ccccc1)C2 (stereo unspecified)	2.8	37.2	5.9	-3.5	-92.2	4.6	-6.6	-2.2	-10.5
21	COc1ccccc1NC(=O)c1cc2c(CO)cnc(C)c2oc1=Nc1cc(OC)c(OC)c(OC)c1	0.9	20.7	-8.9	-5.3	2.0	-5.1	-7.1	1.5	-2.4
22	CCOc1cc(Br)c(CC(=O)NC2CCCCCC2)cc1OCC	10.7	4.1	1.5	2.6	-0.1	17.3	26.5	-4.3	4.9
23	O=C(NCc1cccs1)C1CCC(=O)N(Cc2cccc(C(F)(F)F)c2)C1 (stereo unspecified)	-9.8	1.4	-7.0	-13.7	2.1	11.0	-6.0	-6.2	13.6
24	CCN(CC)CCCNC(=O)/C(=C\c1cccn1C)NC(=O)c1cccs1	-4.5	15.0	1.2	-9.0	0.0	13.4	-11.3	16.8	-0.2
25	Cc1cc(Cl)ccc1OCCCC(=O)NCCc1nnc2ccccn12	-3.5	4.8	-0.3	-15.2	-1.1	2.6	-17.8	0.2	9.8

Quoted at random: seven compounds from above, in no set order.
entry	SMILES	SENP8 block-1	SENP8 block-2	SENP7 inh	PfG6PD inh	SENP1 FRET inh	NALP3 yeast inh	SENP6 block	HKDC1 inh	Apaf1 inhib
16	N#Cc1c(NC(=O)CSc2nnc(-c3ccncc3)n2CC2CCCO2)sc2c1CCCC2 (stereo unspecified)	4.3	5.8	11.8	-22.5	0.5	18.6	9.4	-0.1	9.7
12	CS(=O)(=O)N1CC2CCCN2c2cc(C(F)(F)F)ccc21 (stereo unspecified)	-0.8	-9.6	-2.1	-8.9	-5.5	2.5	2.9	-6.9	0.1
9	COc1cccc(NC(=O)C2C(c3ccccc3)C2(Cl)Cl)c1 (stereo unspecified)	-8.7	12.3	-8.0	10.6	-1.0	39.0	-10.7	-2.0	7.0
4	CCN1CC(CN(C)Cc2nc(-c3ccco3)oc2C)CC1=O (stereo unspecified)	-1.9	-8.4	-7.2	5.7	-1.6	10.6	-24.4	-0.9	-7.2
1	CCOc1ccc(-c2nc(-c3ccccc3)no2)cc1OCC	-15.8	-9.9	11.2	10.9	1.9	20.5	-5.5	-1.0	12.9
20	Nc1nc2c(s1)C(=O)CC(c1ccccc1)C2 (stereo unspecified)	2.8	37.2	5.9	-3.5	-92.2	4.6	-6.6	-2.2	-10.5
2	O=C(NCc1ccc(N2CCCC2=O)cc1)c1cn(CCc2ccccc2)nn1	1.5	10.4	10.4	-0.8	-0.2	6.6	-14.5	5.1	7.9

Assay outcomes: PubChem BioAssay, Sanford-Burnham Center for Chemical Genomics
